SARS 3CLpro inh: SARS-CoV 3CLpro protease inhibition; recombinant SARS-CoV 3CLpro, quenched FRET peptide cleavage; AID 1706; inhibition, % at 6 µM; actives 0.14% (n = 290,000); P0C6X7; in the data active means inhibition above about 12%
DUSP3 inh: DUSP3 (human) phosphatase inhibition; actives 0.52% (n = 290,000); inhibition, % at 13.3 µM; AID 1654; P51452; recombinant VHR phosphatase, pNPP absorbance; in the data active means inhibition above about 50%; further: some compounds called inactive have numbers as strong as hits
Target sequence (P51452 whole entry, looked up): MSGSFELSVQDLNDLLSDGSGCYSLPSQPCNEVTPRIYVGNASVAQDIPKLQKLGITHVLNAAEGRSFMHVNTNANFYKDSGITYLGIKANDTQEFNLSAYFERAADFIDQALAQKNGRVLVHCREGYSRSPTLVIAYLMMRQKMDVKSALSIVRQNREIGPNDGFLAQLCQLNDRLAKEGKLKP
BoNT-F LC inh: inhibitors of Botulinum neurotoxin F light chain protease | Multiplex microsphere protease cleavage assay, flow cytometry | inhibition, % at 10 µM | actives 0.22% (n = 360,000) | AID 588497; in the data active means inhibition above about 35%, passing the limit was not always enough; inconclusive means no clear call, values can overlap the other calls; further: plate controls were buffer without enzyme for full effect and enzyme alone for no effect
CCHF vOTU inh: CCHFV vOTU protease inhibition; inhibition, % at 11.5 µM; actives 0.55% (n = 370,000); Pep-AMC fluorescence; in the data active means inhibition above about 30%; further: 0% = vehicle wells with enzyme and 100% = no enzyme wells
SSB-PriA inh: K. pneumoniae PriA-SSBct interaction inhibition. AlphaScreen SSBct-PriA binding, biotinylated peptide. inhibition, % at 33 µM. actives 0.6% (n = 430,000). AID 1272365; in the data active means inhibition mostly above about 37%, no sharp cut-off; inactive means mostly below about 20%;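 further: plate controls were negative control peptide for no effect and reference peptide for full effect; strong numbers were not always called active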
PrPC surface inh: reduces human prion protein on the cell surface; P04156; cell surface PrPC, TR-FRET read-out; inhibition, % at 13.8 µM; actives 0.43% (n = 370,000); AID 720596; in the data active means inhibition above about 24%; further: 0% = median of the test wells and 100% = reference compound wells
BoNT A protease: inhibitors of Botulinum neurotoxin A light chain protease; multiplex microsphere protease substrate cleavage, flow cytometry; inhibition, % at 10 µM; actives 0.17% (n = 360,000); AID 588499; further: plate controls were buffer without enzyme for full effect and enzyme alone for no effect
Rv3671c protease: Rv3671c (M. tuberculosis) protease inhibition | inhibition, % at 5.96 µM | actives 0.048% (n = 320,000); in the data active means inhibition above about 38%;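 further: extracellular domain of Rv3671c used as enzyme; 0% = enzyme with DMSO and 100% = no enzyme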
MazEF act: increases E. coli MazEF RNase cleavage of RNA; P0AE70; FAM/BHQ RNA-DNA oligo cleavage fluorescence, 5 h; activation, % at 20 µM; actives 0.32% (n = 350,000); AID 504720; in the data active means activation above about 50%
Anthrax LF prot: inhibitors of Bacillus anthracis lethal factor protease | multiplex microsphere protease cleavage assay, LF | inhibition, % at 10 µM | actives 0.12% (n = 360,000); further: plate controls were buffer without enzyme for full effect and enzyme alone for no effect
Target sequence (P15917 whole entry, looked up): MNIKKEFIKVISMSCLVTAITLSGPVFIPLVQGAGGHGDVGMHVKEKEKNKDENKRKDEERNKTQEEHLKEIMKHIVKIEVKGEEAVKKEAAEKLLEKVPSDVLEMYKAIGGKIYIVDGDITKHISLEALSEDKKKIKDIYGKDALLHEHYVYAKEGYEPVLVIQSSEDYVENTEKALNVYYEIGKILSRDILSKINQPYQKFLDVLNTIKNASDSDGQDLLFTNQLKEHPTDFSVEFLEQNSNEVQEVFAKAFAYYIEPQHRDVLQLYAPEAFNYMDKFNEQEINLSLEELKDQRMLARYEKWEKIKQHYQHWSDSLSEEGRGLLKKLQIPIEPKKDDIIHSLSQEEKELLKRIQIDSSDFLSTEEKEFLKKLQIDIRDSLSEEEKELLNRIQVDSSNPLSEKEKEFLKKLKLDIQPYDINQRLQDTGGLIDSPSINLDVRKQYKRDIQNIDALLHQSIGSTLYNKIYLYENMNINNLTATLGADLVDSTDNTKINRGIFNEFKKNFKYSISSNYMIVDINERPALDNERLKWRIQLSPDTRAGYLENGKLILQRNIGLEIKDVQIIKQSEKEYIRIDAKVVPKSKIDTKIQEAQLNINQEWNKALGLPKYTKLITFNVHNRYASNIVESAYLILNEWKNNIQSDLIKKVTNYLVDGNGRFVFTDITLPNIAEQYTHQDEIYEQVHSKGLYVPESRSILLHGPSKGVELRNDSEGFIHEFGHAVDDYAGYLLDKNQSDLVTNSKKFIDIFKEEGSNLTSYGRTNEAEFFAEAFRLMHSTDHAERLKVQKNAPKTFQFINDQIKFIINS
* marks the source's active call; other numbers are inactive results; ? = inconclusive; nt = no result given; & = joins results of further samples. Unless noted, no stated cut-off is given here; in the data, active means inhibition above about 30%; inconclusive means no clear call, values can overlap the other calls; inactive means below that. An excerpt; count on the stated rates, not on these rows.

SMILES	SARS 3CLpro inh	DUSP3 inh	BoNT-F LC inh	CCHF vOTU inh	SSB-PriA inh	PrPC surface inh	BoNT A protease	Rv3671c protease	MazEF act	Anthrax LF prot
CCOC(=O)CCCCCC(=O)Nc1ccc2c(c1)C(=O)N([C@H](C)CO)C[C@H](C)[C@H](CN(C)C(=O)C1CCCCC1)OCCCC[C@@H](C)O2	nt	nt	-1	0	nt	1	-0.1	nt	-1	1
Cc1cccc(-c2noc(CNC(=O)COc3ccccc3C)n2)c1	3	7	9	7	-5	3	2.2	0	-1	2
C/C(CCc1ccc2c(c1)OCO2)=N\N=C1\NC(=O)CC(C(=O)Nc2ccc(C(=O)O)cc2)S1 (centres undefined)	nt	nt	4	-5	nt	0	-0.6	nt	6	4
Cc1cc2c(cc1S(=O)(=O)NCC(C)c1ccccc1)n(C)c(=O)c(=O)n2C (centres undefined)	-3	-2	2	5	2	3	0.0	8	-2	-5
O=C(Cn1ccc(NC(=O)OCc2ccccc2)nc1=O)NCc1ccc2[nH]ccc2c1	nt	nt	-2	2	-12	2	-0.2	-2	20	-1
C/C(=N\O)c1ccc2c(c1)CC(C)O2 (centres undefined)	-3	29	2	-7	nt	4	-0.1	6	5	1
CC12C(=O)N(c3ccc(OC(=O)c4ccco4)cc3)C(=O)C1C1c3ccccc3C2c2ccccc21 (centres undefined)	2	-4	0	-19	6	-7	0.0	1	-7	0
CCCC1S/C(=N/N=C/c2ccc(C)cc2)N(Cc2ccc(OC)cc2)C1=O (centres undefined)	0	-22	-3	2	nt	-3	-0.5	-8	1	-3
CCCS(=O)(=O)NC(=O)C1(C)CCN(C(=O)c2cc(C)on2)C1 (centres undefined)	nt	nt	-6	3	nt	2	0.1	nt	nt	-7
COc1ccccc1-c1ccc(SCc2ccc(F)cc2)nn1	7	-29	-2	12	-11	3	-0.6	-2	-15	1
S=C(NCc1ccco1)NCc1ccco1	nt	nt	9	3	1	-7	0.9	nt	10	-3
CC[C@@]1(C(=O)OC)N[C@H](CN(C)C(=O)Nc2ccc(C)cc2)[C@@H]2C(=O)N(C)C(=O)[C@@H]21	nt	nt	-5	-2	7	6	-0.3	3	10	-8
Cc1ccc(NC(=O)NC(=O)CN2CCC(C(N)=O)CC2)c(C)c1	nt	nt	-7	9	2	3	-0.2	10	-22	-12
CCC(C)NC(=O)C1CCN(S(=O)(=O)N2CCOCC2)CC1 (centres undefined)	-1	-15	-3	-7	6	2	0.1	5	0	-1
Oc1ccccc1C1Nc2cccc3cccc(c23)N1	0	-1	-46	7	17	6	-0.2	-7	0	-1
O=C(CNC(=O)c1ccccc1)NCc1ccc(Cl)cc1	2	17	-2	-5	-19	-1	-0.3	6	2	1
Cc1nc(N)nc(C)c1Cc1ccccc1	1	32	-2	8	-4	8	-0.6	3	6	0
Cc1ccc(N(CC(=O)N2CCN(C3CCCCC3)CC2)S(=O)(=O)c2cccnc2)cc1	0	19	1	0	3	-7	?	-9	-7	1
CCS(=O)(=O)N1CCC(c2nc3ccccc3[nH]2)CC1	-15	7	5	9	-14	-4	1.8	1	8	2
CC(C)CCNC(=O)C1CCN(S(=O)(=O)c2ccc(-n3cnnn3)cc2)CC1	7	49	-1	4	-3	-2	-1.1	2	-5	0
CCN(CC)C(=O)C1CCCN(Cc2ccccc2F)C1 (centres undefined)	4	23	1	6	-4	-1	1.6	3	-9	-8
N#Cc1nc(-c2ccccc2F)oc1N1CCCCC1	-1	6	1	-127	14	-2	-0.1	8	-11	6
OCCC1CN(Cc2cnc(-c3ccccc3)s2)CCN1Cc1ccccc1 (centres undefined)	3	22	-17	11	-4	4	-1.0	-1	3	-3
CN(C)CCNc1nc2sc3c(c2c(=O)n1-c1ccc(F)cc1)CCCCC3	1	3	-30	-15	5	8	2.2	-7	11	-8
CCOC(=O)COn1c(=O)c(-c2ccc(Br)cc2)[n+]([O-])c2ccccc21	7	32	8	-2	-12	1	1.4	nt	2	-9
Cc1cc(C)n2nc(SCc3nnc(SCc4ccccc4)s3)nc2n1	5	-2	-5	9	-7	3	-1.0	-1	1	-8
CCCNC(=O)c1c(N)n(Cc2ccc3c(c2)OCO3)c2nc3ccccc3nc12	-6	-16	4	nt	0	nt	3.7	1	-3	-2
O=C(Nc1ccc2c(c1)C(=O)N(CC1CCCO1)C2=O)c1ccc(Cl)c(Cl)c1 (centres undefined)	2	10	3	-1	-8	-6	?	-3	2	0
CC(=O)NCCNc1nc2cc(-c3cnn(CCC(C)C)c3)sc2c(=O)n1C	nt	nt	-8	13	nt	11	0.0	nt	nt	2
CCC(C)NC(=O)CSC1=Nc2ccccc2C2=NC(c3ccccc3)C(=O)N12 (centres undefined)	1	25	8	-24	4	10	0.1	-2	8	2
O=C(NN=Cc1c(F)c(F)c(F)c(F)c1F)c1ccc(NS(=O)(=O)c2cccs2)cc1	nt	nt	-1	12	-4	-2	-0.2	-2	3	-7
Cc1nc2c(ncn2-c2ccccc2)c(=O)n1NC(=O)CN1CCCCC1	0	18	-7	-6	-6	2	-0.4	4	3	-11
CN(C)c1ccc(-c2nnn(CC(=O)N3c4ccccc4CCc4ccccc43)n2)cc1	1	8	-6	5	24	2	-2.0	16	2	-2
CC(NC(=O)COc1ccc(-c2nnco2)cc1)c1ccc(Cl)cc1Cl (centres undefined)	-1	-9	0	7	-8	11	0.1	-10	9	-1
O=S(=O)(c1ccc(F)cc1)N1CCCC(c2nc(-c3ccc(F)cc3)no2)C1 (centres undefined)	nt	nt	-15	5	-8	3	-1.0	-10	-2	-3
COc1ccc(-c2csc(NCc3ccco3)n2)cc1C	2	1	-1	nt	13	nt	-0.1	-9	9	-2
COc1ccccc1NC(=O)C(=O)NCCC1CCCCN1S(=O)(=O)c1ccccc1 (centres undefined)	nt	nt	0	1	-9	6	-0.4	-7	-9	3
O=C(CCCc1ccccc1)NCCS(=O)(=O)N1CCN(c2ccc(F)cc2)CC1	nt	nt	nt	5	9	-1	nt	-6	2	nt
O=C1C2C3C=CC(C3)C2C(=O)N1c1ncc([N+](=O)[O-])s1 (centres undefined)	nt	nt	-1	5	3	-28	-0.2	nt	2	2
CS(=O)(=O)c1ccc(NCC2CCCO2)c([N+](=O)[O-])c1 (centres undefined)	-1	15	18	14	-6	-30	1.5	8	1	-2
O=C(CN(C(=O)c1ccc(Cl)cc1)N1C(=O)C2CCCCC2C1=O)c1ccc(Cl)cc1 (centres undefined)	-6	13	-2	-11	-7	-4	0.6	3	6	1
C/C(=N\NC(=O)Cn1c(-c2ccccn2)nc2ccccc21)c1cccc(O)c1	1	-3	-3	2	nt	2	-0.2	-4	2	-1
O=C(Nc1ccccc1Cl)NC1(C(=O)N2CCOCC2)CCCCC1	-5	16	0	-3	0	-7	-2.1	-8	-3	0
N=c1sccn1CC(=O)NCCc1ccc(Cl)cc1Cl	4	-12	-9	14	-13	-2	-0.5	12	-1	-3
COc1cc(C(c2c(NC(=O)c3ccco3)sc(C)c2C)N2CCOCC2)cc(OC)c1OC (centres undefined)	nt	nt	-6	22	9	-4	-3.6	nt	0	5
CCCCNC(=S)N/N=C/c1cc(C)ccc1C	3	8	-5	16	nt	9	-0.6	-4	-2	2
COc1cccc(C(CC(=O)O)NS(=O)(=O)c2ccc3c(c2)N(C(C)=O)CC(C)O3)c1 (centres undefined)	6	-2	0	8	-14	-2	0.1	1	-4	0
Nc1nc(CSc2nnnn2-c2ccc(Cl)cc2)nc(N2CCOCC2)n1	2	27	-5	15	-6	8	0.6	2	13	1
CC(=O)N1CCOc2ccc(S(=O)(=O)N3CCCC(C)C3)cc21 (centres undefined)	0	-6	-6	6	-1	-4	-2.7	-1	2	-3
CCOc1cc2[nH]c(=S)n(CCN3CCC(C)CC3)c(=O)c2cc1OCC	2	10	4	-5	-15	-2	-1.6	0	7	-12
COc1cc(N/N=C(\C)c2ccc(N)cc2)nc(-c2ccccc2)n1	3	20	0	24	nt	10	-1.1	0	8	-16
COc1ccc(-n2c(N)cc(=O)nc2SCC(=O)N2CCN(c3ccccc3)CC2)cc1	-5	14	-13	-5	7&10	-1	-3.0	-17	-4	-1
Cc1ccc(-c2csc(N/N=C/c3ccco3)n2)cc1	-7	15	-6	12	nt	0	0.0	6	11	-6
CCCCOc1cccc(C2/C(=C(\O)c3ccc4c(c3)OCCO4)C(=O)C(=O)N2CCN2CCOCC2)c1 (centres undefined)	5	12	-12	3	nt	1	-1.2	9	5	0
COc1cccc(-c2cnc3cccnn23)c1	nt	nt	-6	-62	nt	-5	0.2	nt	nt	1
CCNC(=S)N1CCC(Cc2ccccc2)CC1	-1	5	-1	20	-4	1	0.3	-1	11	-1
COC(=O)CCCC1=CC2=C(c3ccccc3)C(=O)C(C)(OC(=O)C3CCCC3)C(=O)C2=CN1CC(C)C (centres undefined)	nt	22	-22	24	1	-14	1.7	-16	-11	-5
CCCN(CC(=O)Nc1ccccc1C)C(=O)c1ccc(COc2ccccc2)cc1	-2	-16	-13	28	-5	0	-2.7	-11	1	0
O=C(Nc1ccccc1)N(Cc1ccc(Cl)cc1)CC(O)C(F)(F)F (centres undefined)	2	4	1	7	-2	7	-0.7	0	2	-1
COC(=O)c1ccc(N/N=C/c2cc([N+](=O)[O-])cc(OC)c2O)cc1	0	20	-8	11	nt	2	-0.6	1	14	-8
(further entries)
SMILES	SARS 3CLpro inh	DUSP3 inh	BoNT-F LC inh	CCHF vOTU inh	SSB-PriA inh	PrPC surface inh	BoNT A protease	Rv3671c protease	MazEF act	Anthrax LF prot
CCOc1ccc(NC(=O)CSc2nnc(-c3ccccn3)n2C)cc1	0	10	1	2	-10	4	-0.8	-1	3	-9
C/C(=N\NC(=O)CNc1ccc(F)cc1)c1cc2ccccc2o1	5	18	-1	2	nt	-4	-0.2	1	5	-6
COc1ccc(CC(=O)NNS(=O)(=O)c2ccc(F)cc2)cc1OC	7	16	-1	0	-1	2	-0.3	-5	-4	-3
Cc1ccc(OCC(=O)N2CCCCCCC2)cc1C	0	-6	17	-10	5	9	0.4	1	-10	5
CCOc1ccc(NS(=O)(=O)c2ccc(C(=O)NCCN3CCOCC3)cc2)cc1	nt	nt	2	-3	-8	-5	-1.8	3	7	-4
CC1(C)NC(=O)N(CC(O)COc2cc3ccccc3cc2C(=O)N2CCCCC2)C1=O (centres undefined)	-3	-1	-4	6	-3	-6	-0.4	0	-4	-4
COc1ccc(Cc2nnc(NC(=O)c3ccco3)s2)cc1	-4	69	-3	2	2	-3	0.5	3	-10	-2
CCOCCCn1c(N)c(C(=O)Nc2sc3c(c2C(=O)OC)CCCC3)c2nc3ccccc3nc21	-3	10	0	31*	7	-12	1.3	-2	-7	-1
CC1=C(C(=O)OC(C)(C)C)C(c2ccc3ccccc3c2)NC(=O)N1C (centres undefined)	1	-7	2	15	-4	-3	-4.9	0	0	0
COc1ccc(S(=O)(=O)NCc2cccnc2)cc1NC(=O)c1ccccc1	-4	12	0	0	-5	6	0.8	-14	5	3
O=C(CN1C(=O)C2CC=CCC2C1=O)N1CCN(c2ccc([N+](=O)[O-])cc2)CC1 (centres undefined)	0	9	-5	0	6	-28	0.3	8	-4	4

Individual results from the results shown.
OCCC1CN(Cc2cnc(-c3ccccc3)s2)CCN1Cc1ccccc1 (centres undefined) in Anthrax LF prot → -3
CCS(=O)(=O)N1CCC(c2nc3ccccc3[nH]2)CC1 in MazEF act → 8
Cc1cccc(-c2noc(CNC(=O)COc3ccccc3C)n2)c1 in Rv3671c protease → 0

Some entries already given with just MazEF act, SARS 3CLpro inh and Anthrax LF prot.
compound	MazEF act	SARS 3CLpro inh	Anthrax LF prot
COc1ccccc1NC(=O)C(=O)NCCC1CCCCN1S(=O)(=O)c1ccccc1 (centres undefined)	-9	nt	3
CCOc1ccc(NC(=O)CSc2nnc(-c3ccccn3)n2C)cc1	3	0	-9

Screening results as filed in PubChem.
